GALK inhibitor – galactokinase (human) inhibition | AID 1868 | P51570 | Potency, µM (doses to about 57.5 µM), inactives show top-dose activity change, negative = inhibition, most hits filed as inhibitors | 0.007% of 270,000 active | Purified GALK, Kinase-Glo residual ATP luminescence; also: potency is read from the fitted curve at half-maximal effect
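Galactose (100 uM) and ATP (35 uM) were turned over by 5 nM GALK for 1 h at RT. Kinase-Glo Plus then converted the remaining ATP into a luminescent signal.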
Giardia kill – Giardia lamblia killing; Giardia lamblia trophozoite viability; activity change, % at 7.66 µM, hits read low; 0.15% of 340,000 active; AID 540267; in the data active = activity change below about -80%; inconclusive = between about -30% and that limit;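 also: parasites exposed to compound for two days anaerobically before the ATP read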
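Compounds were tested on trophozoites seeded at 100 cells/well and held 48 hrs at 37 deg C anaerobically. An ATP-based luminescent kit measured the remaining live cells.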
Eya2 phos inh – blocks the phosphatase activity of human Eya2; O00167; recombinant Eya2, OMFP fluorescence dephosphorylation (OMFP is methylfluorescein phosphate); Potency, µM (titrated, usually from 76.9 µM), without a hit: at the top dose activity, negative = inhibition, most hits filed as inhibitors; 0.006% of 330,000 active; also: potency is read from the fitted curve at half-maximal effect
Target sequence (O00167 whole entry, looked up): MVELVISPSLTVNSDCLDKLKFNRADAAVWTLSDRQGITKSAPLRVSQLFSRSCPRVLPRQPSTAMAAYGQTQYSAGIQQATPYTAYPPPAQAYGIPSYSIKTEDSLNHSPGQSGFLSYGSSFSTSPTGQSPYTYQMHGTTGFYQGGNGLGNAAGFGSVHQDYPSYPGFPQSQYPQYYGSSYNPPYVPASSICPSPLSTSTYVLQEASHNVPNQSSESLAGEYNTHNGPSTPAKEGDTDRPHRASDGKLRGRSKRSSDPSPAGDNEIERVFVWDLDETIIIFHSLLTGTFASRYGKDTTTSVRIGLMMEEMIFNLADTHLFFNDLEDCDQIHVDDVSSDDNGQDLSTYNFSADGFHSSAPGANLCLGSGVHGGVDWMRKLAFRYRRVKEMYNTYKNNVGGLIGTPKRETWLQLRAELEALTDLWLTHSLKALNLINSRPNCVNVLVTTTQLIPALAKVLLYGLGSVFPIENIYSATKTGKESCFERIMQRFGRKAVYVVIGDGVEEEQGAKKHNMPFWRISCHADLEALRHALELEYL
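Eya2 (0.2 uM) preincubated 10 min at ambient with compound, then OMFP substrate added at 50 uM; 10 min reaction in 50 mM HEPES pH 7.5, 50 mM NaCl, 5 uM MgCl2, 0.05% BSA, 1 mM DTT. Fluorescence read at Ex 485/Em 525 nm.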
Chronic BCR inh – chronic active BCR signaling inhibition | ABC-DLBCL IkBa-CBG/CBR reporter, luminescence ratio, 4 h | Potency, µM (doses to about 46.1 µM), without a hit: at the top dose ratio change, negative = lower green/red ratio, most hits filed as inhibitors | 0.05% of 340,000 active | AID 493014; active = well fitted inhibition curve with a large enough effect in the signal ratio, with a control signal flat, not every such curve was filed as active; inconclusive = small, poorly fitted or top-dose-only effect, or effect the other way, or a change in a side signal; the % refers to the signal ratio;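 also: potency is read from the fitted curve at half-maximal effect; plate controls were basal doxycycline-induced cells for no effect and cells given 10 µM MG132 for full effect; MG132 reads +100%, hits lower the ratio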
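Cell line TMD8 (human ABC DLBCL), stably expressing tet-inducible CBG68-IkBa fusion and CBR; IMDM/0.5% FBS; cpd up to 46 uM; dox induction, 4 h, 37C/5% CO2; dual luminescence; green/red ratio; MG132 control.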
uPA surface inh – cell surface uPA generation inhibition; Potency, µM (top dose mostly 38.3 µM), inactives show top-dose activity change, negative = inhibition, actives largely listed as inhibitors; 0.31% of 330,000 active; cell surface uPA generation assay, qHTS; active = well fitted inhibition curve with a large enough effect; inconclusive = small, poorly fitted or top-dose-only effect; inactive = no such curve, though single readings can be large or run the other way; tested in mouse RAW 264.7 cells; also: potency is read from the fitted curve at half-maximal effect; nearly all actives have a fitted effect of over 55% in size
KCNH2 WT inh – KCNH2 (human, wildtype) channel inhibition; Q12809; U2OS, BacMam KCNH2, thallium flux FluxOr; stronger effect = lower value; activity change, % at 1.84 µM; 0.37% of 340,000 active;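 active = maximum activity change below -70%; inconclusive = maximum activity change between -70% and -50%; inactive = maximum activity change above -50%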
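U2OS cells transduced with wild-type KCNH2 virus are loaded with FluxOr dye for 45 min, and thallium flux is measured in kinetic reads before and after stimulation buffer. Rate constants are normalized to DMSO controls.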
USP2a inh – inhibitors of human ubiquitin-specific protease USP2a; O75604; USP2 core, Ub-CHOP2 coupled fluorogenic reporter, 485/531; Potency, µM (highest dose often 38.3 µM), inactives show at the top dose activity change, negative = inhibition, usual class: inhibitors; 0.01% of 330,000 active; AID 463254;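 also: potency is read from the fitted curve at half-maximal effect; plate controls were DMSO wells for no effect and full inhibition by NEM control for full effect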
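USP2 core (10nM final) preincubated 30min RT with compound in 20mM Tris-HCl pH 8.0, 2mM CaCl2, 2mM beta-mercaptoethanol, 0.05% CHAPS; 25nM Ub-CHOP2 plus 25nM reporter substrate added, fluorescence (Ex485/Em531) read after 60min.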
PKM2 activator – increases activity of human pyruvate kinase M2 | P14618 | purified PKM2, Kinase-Glo ATP luminescence, activation; response scale: 0% is enzyme alone, no compound | Potency, µM (series often up to 57.5 µM), without a hit: at the highest dose activation, usual class: activators | 0.34% of 260,000 active; also: potency is read from the fitted curve at half-maximal effect; nearly all actives have a fitted effect of over 55% in size
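Purified hPK-M2 (>95% pure) converted ADP (0.1 mM final) to ATP with 0.5 mM PEP in 50 mM imidazole pH7.2, KCl, MgCl2, Tween 20, BSA; 1 h at room temperature. ATP detected by Kinase-Glo luminescence.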
B2AR arrestin – beta2AR (human) beta-arrestin recruitment activity; 0.02% of 330,000 active; P07550; Potency, µM (series often up to 46.1 µM), for the others: at the highest dose activation, actives largely listed as activators; AID 492947; beta-arrestin recruitment to beta2AR, cell-based reporter;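 also: potency is read from the fitted curve at half-maximal effect; 0% = DMSO controls and full agonism = EC100 isoproterenol or metaproterenol; nearly all actives have a fitted effect of over 65% in size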
Target sequence (P07550 whole entry, looked up): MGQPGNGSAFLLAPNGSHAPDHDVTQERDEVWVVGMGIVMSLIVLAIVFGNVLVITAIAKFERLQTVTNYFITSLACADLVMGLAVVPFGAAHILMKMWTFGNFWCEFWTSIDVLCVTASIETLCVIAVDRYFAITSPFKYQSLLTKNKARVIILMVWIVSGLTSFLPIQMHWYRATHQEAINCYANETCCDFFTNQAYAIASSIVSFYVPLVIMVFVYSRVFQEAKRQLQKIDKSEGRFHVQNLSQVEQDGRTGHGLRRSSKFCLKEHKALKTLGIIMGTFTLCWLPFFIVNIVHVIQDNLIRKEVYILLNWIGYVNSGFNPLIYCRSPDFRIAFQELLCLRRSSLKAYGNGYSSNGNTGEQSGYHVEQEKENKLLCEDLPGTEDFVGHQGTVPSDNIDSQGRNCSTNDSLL
KCNH2 3.1 inh – KCNH2 3.1 (human) potassium channel inhibition; U2OS KCNH2 3.1, thallium flux FluxOr; stronger effect = lower value; activity change, % (tested at about 1.8 µM); 0.95% of 340,000 active; AID 720553;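 active = maximum activity change below -70%; inconclusive = maximum activity change from -70% to -50%; inactive = maximum activity change above -50%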;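 also: thallium influx rate constant from kinetic fluorescence after stimulation buffer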
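Channel expression came from 3.1 mutant virus (1.77 x 10^8 /mL) applied to suspended U2OS cells for 4 h. Flux was tracked with FluxOr dye plus Red40 quencher, and kinetic rate constants normalized to controls.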
Coupling enz – inhibits coupling enzyme system, counter-screen for aldolase hits; coupling enzyme system counterscreen, AmpLite Red fluorescence; activity change, negative = inhibition, % at 58.2 µM, hits read low; 0.67% of 290,000 active; AID 2472; in the data active = activity change below about -30%
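Fluorescence at 525 nm excitation and 598 nm emission measured inhibition of the coupled detection system without aldolase. Compounds (at 57.5 uM final) were preincubated 10 min at room temperature with coupling enzyme reagent before a 20 min substrate/AmpLite Red step.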
Numbers without * were called inactive; ? = inconclusive; . = not tested or not shown; [ ] = dose if it differs, or a comment. Unless noted, calls follow the shape of the dose curve; as a rule, active = well fitted curve in the direction sought with a large enough effect; inconclusive = small, poorly fitted or top-dose-only effect, or another doubt; inactive = no such curve, though single readings can be large; an effect the other way counts as inactive or inconclusive. Unless noted, % is scaled to controls: 0 for no effect and ±100 for the full control effect.

SMILES	GALK inhibitor	Giardia kill	Eya2 phos inh	Chronic BCR inh	uPA surface inh	KCNH2 WT inh	USP2a inh	PKM2 activator	B2AR arrestin	KCNH2 3.1 inh	Coupling enz
CCOC(=O)c1c(NC(=O)c2cccs2)sc(C)c1C	0%	14	11%	1%	10%	5	-1%	-8%	-0.2%	20	-2
Cc1cc(Br)c(NC(=O)C(C)Sc2nnnn2C)c(Br)c1 (stereo not given)	.	-17	18%	4%	0%	10	0%	.	0.3%	7	.
CN1CCc2cc3c(c4c2C1CC41CCC(=NO)CC1)OCO3 (stereo not given)	2%	10	10%	1%	6%	4	1%	-9%	-0.7%	-1	-3
CC1(C)NC(=O)N(CCCSc2ccc(Cl)cc2)C1=O	1%	-4	1%	-7%	.	-2	0%	14%	-0.4%	15	2
CC(C)c1ccc(CN2CCN(C(=O)CSc3nnnn3C3CC3)CC2)cc1	.	6	12%	-16%	-27%	25	3%	.	0.2%	13	.
Cc1cccc(/C=C2\Sc3ccc(C(=O)N4CCCCC4)cc3N(C)C2=O)c1	-8%	3	-13%	?	16%	8	-1%	.	-0.4%	-12	.
CCCCNC(=S)NNC(=O)c1ccncc1	-1%	-13	-5%	3%	-3%	-17	4%	0%	-0.4%	5	-1
OCCC1CN(Cc2cccn2-c2cccnc2)CCN1CCc1ccccc1 (stereo not given)	7%	-13	2%	0%	2%	15	0%	-6%	-0.6%	-21	1
Cc1ccccc1-n1nc2c(c1NC(=O)/C=C\c1ccc3c(c1)OCO3)CSC2	.	-9	-2%	-10%	10%	16	-11%	2%	-0.3%	3	2
O=S(=O)(NCC(c1ccccc1)N1CCC(O)CC1)c1ccc(Cl)cc1 (stereo not given)	3%	9	1%	-7%	-4%	-1	2%	.	0.5%	-8	0
Cc1ccc(S(=O)(=O)NCC(=O)NCC(=O)NC(C)c2ccccc2Br)cc1C (stereo not given)	17%	-5	0%	?	9%	-8	-1%	-15%	-0.1%	-16	-7
Cc1ccc(C(C(=O)NC(C)(C)C)N(Cc2cccs2)C(=O)c2ccc3c(c2)OCCO3)cc1 (stereo not given)	1%	-1	-4%	5%	2%	-19	0%	3%	-0.5%	6	-2
Cc1ccc2c(c1)-c1cc(C)nn1C(c1ccc3c(c1)OCO3)N2 (stereo not given)	0%	-2	-17%	7%	-6%	0	-1%	2%	-0.1%	-9	-1
CCc1c(C)nc(N2CCN(c3ccc(OC)cc3)CC2)[nH]c1=O	-1%	-8	?	8%	10%	-2	0%	-2%	0.0%	-30	1
CCOC(=O)c1c(C)[nH]c(N=Nc2cc(C(=O)O)cc(C(=O)O)c2)c1C	5%	-9	-26%	0%	-1%	-3	0%	-15%	-0.5%	3	17
COc1ccccc1NC(=O)c1ccc(NC(=O)COC(=O)c2cncc(Br)c2)cc1	.	-17	1%	0%	3%	10	1%	.	0.4%	-14	.
CCOc1ccc(CCNC(=O)CN2C(=O)NC3(CCc4ccccc43)C2=O)cc1OCC (stereo not given)	.	0	14%	?	-8%	4	0%	.	-0.4%	-2	.
CSc1nc2ncc3c(n2n1)CC(C)(C)CC3=O	-1%	-12	-5%	8%	3%	1	2%	-4%	0.1%	2	-1
NC(=O)c1ccc(-n2nnnc2SCC(=O)c2ccc(O)c(O)c2)cc1	1%	-12	-8%	-14%	-3%	0	1%	.	0.3%	34	8
CCc1nc(SCC(=O)c2ccccc2)c2c(=O)n(C)c(=O)n(C)c2n1	-1%	-7	14%	?	1%	4	5%	1%	-0.2%	-8	-14
O=C1OCC=C1NNC(=O)c1cccnc1	-3%	14	-9%	1%	6%	-21	0%	0%	0.2%	0	0
Cc1ccc(NC(=O)C2CCC(CNc3c(N4CCC(C)CC4)c(=O)c3=O)CC2)cc1F (stereo not given)	.	12	-4%	?	8%	3	2%	1%	-0.6%	0	0
CCOC(=O)Cc1nnc(NC(=O)CC)s1	-1%	9	8%	?	0%	8	2%	1%	-0.1%	.	0
CC1(C)SC(=S)N(/N=C/c2ccccc2O)C1N(O)C(=O)Nc1ccccc1 (stereo not given)	-1%	-16	-3%	?	10%	-2	0%	-1%	0.4%	10	-7
CN(CC(=O)NC(=O)NCc1ccccc1)Cc1ccc(Cl)c(Cl)c1	-3%	-8	-4%	0%	6%	3	-7%	-4%	-0.3%	1	-3
COc1cccc(OC)c1-c1nn2c(-c3ccccc3Cl)nnc2s1	2%	5	15%[15.4 µM]	?	-5%	3	1%	0%	-0.2%	4	6
CCOC(=O)C(C)On1c(-c2ccc(Cl)cc2)nc2ccc([N+](=O)[O-])cc21 (stereo not given)	-2%	-15	-22%	?	3%	9	1%	-1%	-0.2%	-7	-7
Cc1ccc(CNC(=O)c2ccc(N3CCc4ccccc43)c([N+](=O)[O-])c2)cc1	2%	8	0%	7%	-15%	5	2%	-3%	-0.5%	-2	-6
CC(/C=N/NC(=O)c1nnn(-c2nonc2N)c1CN(C)C)=C\c1ccco1	0%	-10	3%	7%	3%	16	16%	-4%	-1.1%	-11	-26
CC12CC3CC(C)(C1)CC(C(=O)Nc1nncs1)(C3)C2	-1%	-9	1%	-1%	7%	7	0%	-1%	0.1%	-3	0
COc1c(N2CCN(C(=S)Nc3ccc(F)cc3)C(C)C2)c(F)cc2c(=O)c(C(=O)O)cn(C3CC3)c12 (stereo not given)	0%	-12	8%	4%	-5%	-12	-1%	-3%	0.1%	-4	.
Cc1ccc(NC(=S)N2CCC(NC(=O)c3ccco3)CC2)cc1C	0%	-8	19%	-2%	-2%	-4	-1%	0%	0.4%	19	2
CC(=O)c1ccc(N2CCN(C(=O)CNS(=O)(=O)c3ccc4c(c3)OCCCO4)CC2)c(F)c1	.	25	-1%	0%	-8%	-8	-3%	.	0.2%	8	.
Cn1c(CO)cnc1S(=O)(=O)Cc1ccc(Cl)cc1	0%	-6	6%	-2%	-4%	-1	5%	0%	0.2%	4	-9
O=C(CSc1ccc(Cl)cc1)Nc1ccc(C2SCCS2)cc1	6%	-2	7%	?	34%[activator]	2	5%	1%	0.4%	-10	0
O=C(c1cc2ccccc2oc1=O)N(Cc1ccco1)C1CCS(=O)(=O)C1 (stereo not given)	5%	1	4%	-3%	4%	0	-1%	-4%	-1.1%	1	1
Cc1cccc(C)c1NC(=O)C1(NC(=O)C2CCCN2C(=O)OC(C)(C)C)CCCCC1 (stereo not given)	4%	-4	-15%	10%	.	27	1%	4%	0.3%	12	-2
Cc1ccc(CNC(=O)c2oc3ccc(S(=O)(=O)N4CCOCC4)cc3c2C)cc1	-3%	13	10%	-3%	5%	10	-2%	9%	-0.1%	-2	-2
C=CCNc1nc(-c2c(C)nc3sccn23)cs1	-2%	-12	-6%	?	-2%	-15	0%	-4%	0.7%	-3	-4
C[C@@H]1CC=C[C@H]2[C@H]1C(=O)N(Cc1ccccc1)[C@H]2c1ccoc1	2%	-3	-7%	-12%	?	.	7%	-1%	0.4%	.	3
O=C(c1cccc2ccccc12)C1CCCN(C(=O)CCN2CCCO2)C1 (stereo not given)	2%	17	-8%	-3%	5%	3	3%	?	-0.3%	-1	-2
CCCn1cc(SCC(=O)Nc2nnc(C)s2)c2ccccc21	0%	13	8%	4%	-16%	-1	1%	4%	0.2%	-4	0
Cc1cccc(C)c1NC(=O)COC(=O)c1ccc2[nH]c3c(c2c1)CCCC3	-3%	41[activator]	-5%	4%	-10%	-6	1%	0%	0.1%	-5	-1
O=C1Cc2ccccc2C(=O)N1CCc1ccccc1	2%	-9	-39%	?	6%	-2	2%	23%	0.0%	3	-47*
CCN1C(=O)[C@H]2[C@@H](c3ccc(-c4cc(C(C)=O)cs4)cc3)N[C@@](Cc3ccccc3)(C(=O)OC)[C@H]2C1=O	.	1	2%	0%	16%	9	0%	.	0.1%	24	.
CCOC(=O)CC(NC(=O)c1cc2ccccc2oc1=O)c1cccc([N+](=O)[O-])c1 (stereo not given)	-2%	-2	-1%	-2%	-14%	7	-4%	-10%	0.1%	4	3
COc1ccccc1NS(=O)(=O)c1ccc(C(=O)N2CC(C)OC(C)C2)cc1 (stereo not given)	.	30	22%	-6%	-1%	3	2%	.	-0.1%	6	.
O=C(CN(c1ccccn1)S(=O)(=O)c1ccc(F)cc1)Nc1ccccc1	12%	-6	6%	1%	0%	-16	2%	1%	0.2%	.	6

High-throughput results: PubChem, National Center for Advancing Translational Sciences (NCATS)

Hits appear at their usual frequency; overall some 2.4% were active at least once.
